# High-throughput results deposited in PubChem by several laboratories.
# PolyA inh: inhibitors of polyadenylation in S. cerevisiae; S. cerevisiae SKY197-pL101 polyadenylation reporter, beta-gal luminescence; efflux-impaired pdr1/pdr3 knockout yeast; score 100 = 6 SD above DMSO; calls only at 12 µM; actives 0.02% (n = 300,000); AID 1875;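 active means lowest replicate activity score at least 50, where 100 means six control SD above control mean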;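 further: yeast exposed to compound for 9 h at 30 °C; higher score means more reporter readthrough which indicates perturbed polyadenylation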
# aSyn 5UTR inh: 5' untranslated region of α-synuclein, MLPCN primary screen | alpha-synuclein 5'UTR reporter, inhibitor activity | inhibition, % (tested at 7.5 µM) | actives 0.82% (n = 300,000) | AID 1813; in the data active means inhibition above about 60%;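 further: H4 neuroglioblastoma cells stably carrying SNCA 5'UTR luciferase fusion; 0% = DMSO wells and 100% = positive control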
# KLF5 inhibitor: kruppel-like factor 5 inhibition; DLD-1 KLF5 promoter-luciferase reporter, luminescence; inhibition, % at 5 µM; actives 0.23% (n = 290,000); AID 1700;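 active means inhibition above a per-plate limit of that plate's mean compound inhibition plus 3 SD, cut at about 60% in these data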;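 further: 0% = DMSO wells and 100% = LY294002 at 200 µM; higher means less KLF5 promoter-driven luciferase light; inactives centre near -14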
# HSF1 inhib: HSF1 inhibition. activity change, negative = inhibition, % at 7.5 µM (by protocol). AID 2098. NIH3T3-HGL HSE-luciferase, MG132-induced, luminescence 8 h; stronger effect = lower value. actives 0.77% (n = 300,000);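 active means more than half of replicate wells show activity change below -50%, luminescence cut by over half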;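 further: luciferase reports HSF-1 transcriptional activity via heat shock element; 0% = median of DMSO wells and -100% = zero luminescence signal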
# GSK3A inh: inhibitors of human GSK-3 alpha kinase. P49840. ADP-Glo luminescence, 60 min. inhibition, % at 10 µM. actives 0.1% (n = 320,000);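 in the data active means inhibition above about 50%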;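 further: GST-tagged GSK-3 alpha with peptide substrate and 25 µM ATP; 0% = DMSO neutral wells and 100% = GW8510 positive control wells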
# Target sequence (P49840 whole entry, looked up): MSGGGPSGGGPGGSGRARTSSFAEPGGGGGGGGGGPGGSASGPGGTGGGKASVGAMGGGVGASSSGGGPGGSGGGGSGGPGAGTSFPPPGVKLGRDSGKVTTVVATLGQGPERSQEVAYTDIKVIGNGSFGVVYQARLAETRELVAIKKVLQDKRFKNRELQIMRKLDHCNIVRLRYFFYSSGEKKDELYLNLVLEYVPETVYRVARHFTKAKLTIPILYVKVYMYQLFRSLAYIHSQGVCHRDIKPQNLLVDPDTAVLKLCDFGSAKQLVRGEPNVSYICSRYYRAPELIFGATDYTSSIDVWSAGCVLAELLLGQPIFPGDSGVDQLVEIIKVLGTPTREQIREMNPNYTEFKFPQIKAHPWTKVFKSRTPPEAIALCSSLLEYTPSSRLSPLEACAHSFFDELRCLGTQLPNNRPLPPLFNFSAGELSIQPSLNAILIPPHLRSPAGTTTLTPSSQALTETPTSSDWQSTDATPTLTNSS
# IEC-6 cytotox: IEC-6 cytotoxicity, counter-screen for KLF5 inhibitors. luminescence viability. inhibition, % at 5 µM. actives 0.78% (n = 290,000). AID 1825; in the data active means inhibition above about 22%;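 further: 0% = plate median of test compound wells and 100% = cytotoxic reference compound wells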
# GSK3beta inhib: inhibitors of human GSK3beta kinase; activity score (negative = inhibition), % at 10 µM; actives 0.038% (n = 300,000); AID 2097; GST-GSK3beta kinase, ADP-Glo luminescence, 60 min; stronger effect = lower value;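 active means more than half of replicate wells score below -50%, meaning over 50% inhibition versus plate controls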;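 further: 0% = median DMSO wells and -100% = median GW8510 positive control wells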
# Target sequence (P49841 whole entry, looked up): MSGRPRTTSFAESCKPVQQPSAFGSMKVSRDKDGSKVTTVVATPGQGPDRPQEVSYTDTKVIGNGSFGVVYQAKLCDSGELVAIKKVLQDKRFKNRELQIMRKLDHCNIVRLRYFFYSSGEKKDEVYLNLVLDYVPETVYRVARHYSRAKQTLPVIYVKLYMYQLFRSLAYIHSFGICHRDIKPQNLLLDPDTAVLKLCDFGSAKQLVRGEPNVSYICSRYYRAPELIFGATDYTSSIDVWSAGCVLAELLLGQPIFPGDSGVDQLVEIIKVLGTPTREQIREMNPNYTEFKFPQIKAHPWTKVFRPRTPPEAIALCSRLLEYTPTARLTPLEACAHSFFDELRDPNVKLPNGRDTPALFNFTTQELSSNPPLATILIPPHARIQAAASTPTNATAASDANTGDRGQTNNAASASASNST
#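 Test system – GST-tagged human GSK3beta kinase, cell-free · Incubation – 60 min enzyme reaction, room temperature · Signal – ADP-Glo luminescence · Also added – peptide substrate and ATP at 25 µM · Controls – DMSO neutral wells and GW8510 at 20 µM as positive · Buffer or medium – Tris/MgCl2 kinase buffer · Measure – Luminescence-derived activity versus plate DMSO and GW8510 wells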
# HSP90 inh: blocks HSP90-mediated luciferase refolding in reticulocyte lysate | actives 0.91% (n = 290,000) | inhibition, % at 5.6 µM | Rabbit reticulocyte lysate, luciferase refolding luminescence, 3 h;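 active means inhibition above the screen-wide mean plus 3 SD, computed separately per campaign, cut at about 16% in these data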;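 further: 0% = DMSO wells and 100% = 60 µM geldanamycin wells; inhibitors lower the luminescence because luciferase stays unfolded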
# HSF-1 act: increases HSF-1 driven luciferase reporter signal; NIH3T3-HGL HSF-1 luciferase reporter, MG132, 8 h; 100% = twice DMSO control signal; activation, % at 9 µM; actives 1.7% (n = 300,000);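 active means mean replicate activation of at least 50% with a set share of replicates each reaching 50%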;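 further: 0% = median of the neutral control wells and 100% = twice that signal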
# AI-2 QS modul: modulates the Vibrio harveyi AI-2 quorum sensing system; Vibrio harveyi JMH597 AI-2 luminescence/OD600 ratio, 9 h; stronger effect = lower value; strain lacks LuxN and CqsS sensors; 0 = neutral-control median; activity change, % at 7.5 µM; actives 0.4% (n = 300,000); in the data active means activity change below about -75%, passing the limit was not always enough;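 further: luminescence divided by OD600 gain over 9 h not by final OD600 alone; inactives centre near 13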
# An asterisk follows results filed as active; i = inactive; . = no result given. These rows are one share of the data; the hit share may differ from the screen's.
SMILES,PolyA inh,aSyn 5UTR inh,KLF5 inhibitor,HSF1 inhib,GSK3A inh,IEC-6 cytotox,GSK3beta inhib,HSP90 inh,HSF-1 act,AI-2 QS modul
COc1ccc(NC(=O)c2cc(-c3ccc4c(c3)OCO4)on2)cc1,i,-33,-30,0,5,2,-1,0,8,3
CN(C)S(=O)(=O)c1ccc(S(=O)(=O)N2CCCC2)cc1,i,17,0,-1,-4,-5,-2,-1,12,22
Cc1c(Cl)cccc1NC(=O)CSc1nncn1-c1cccnc1,i,4,-8,1,-2,-6,0,-1,3,24
O=C(Nc1cccc(C(=O)Nc2ccccc2C(=O)O)c1)c1cccc(Cl)c1,i,2,.,0,-3,.,1,.,-7,5
Cc1nn(C)c(Cl)c1CN1CCN(CCC(C)C)C(CCO)C1 (stereo unspecified),i,-11,-15,-13,3,2,-1,1,-4,7
O=C(c1ccccc1)c1ccc2c(c1)OCCOCCOCCO2,i,-18,-4,-2,-5,6,-1,3,4,5
COc1ccc(C(CC(=O)Nc2cc([N+](=O)[O-])ccc2OC)c2ccccc2)cc1 (stereo unspecified),i,9,-22,2,-3,1,1,4,19,14
CCOC(=O)c1c(C)c(C(=O)NCc2ccc3c(c2)OCO3)c(C)n1C,i,26,-25,-2,.,-2,1,5,0,6
COc1ccc(/C=C(\C#N)C(=O)Nc2cc(S(=O)(=O)N3CCCCC3)ccc2N2CCCCC2)cc1,i,-16,2,6,-2,-2,0,3,18,31
Cc1cc(-c2c(C(=O)N3CCOCC3)c(C)nn2-c2cccc(C(F)(F)F)c2)no1,i,5,-18,-1,-2,5,4,4,-11,7
COC(=O)c1nn(-c2nc(-c3cccc(OC)c3)cc(C(F)(F)F)n2)cc1[N+](=O)[O-],i,-7,21,6,-3,-5,0,-4,-4,15
O=C(Nc1ccccc1Oc1ccccc1)c1cnccn1,i,2,6,-1,3,0,4,0,7,3
COc1ccc(C2=NN(c3ccc(C=O)cc3)C(c3ccccc3)C2)cc1 (stereo unspecified),i,18,-11,5,-1,1,-10,4,6,36
Cc1ccc(S(=O)(=O)c2c(N)n(/N=C/c3ccco3)c3nc4ccccc4nc23)cc1C,i,24,-9,9,-3,-2,-4,-1,29,24
c1ccc2c(C3=NNC(=NC4CCCCC4)SC3)c[nH]c2c1,i,-140,-11,13,.,4,-3,8,18,34
CC(=O)c1c(C)oc2ccc(NS(=O)(=O)c3cccs3)cc12,i,0,14,.,9,-6,-1,0,.,29
CCCc1nnc(NC(=O)c2ccncc2)s1,i,-11,-34,10,1,-5,1,-4,3,5
O=C(NCCc1ccccc1)C(c1ccccc1F)N(C(=O)c1csnn1)C1CC1 (stereo unspecified),i,1,-7,-8,0,7,.,2,-14,.
COc1ccccc1CNC(=O)[C@@H]1CCCN1S(=O)(=O)c1ccc(C)cc1,i,-113,-11,8,-1,-2,0,0,27,13
CCN(CC)CCN(C(=O)CCS(=O)(=O)c1ccccc1)c1nc2cc3c(cc2s1)OCO3,i,-20,-14,1,1,1,0,1,-1,3
CCOCC(=O)Nc1cc(C(=O)NCCC(C)C)ccc1Cl,i,-6,-13,5,-2,0,2,1,3,-5
CN1CC(=O)N(CC(=O)N2N=C(c3ccc(Cl)cc3)CC2c2ccco2)C1=O (stereo unspecified),i,-1,-22,-3,0,2,-2,1,9,15
O=C(NCc1ccccc1)C1=C[C@@H](c2coc3ccccc3c2=O)C[C@@H](OCCCCO)O1,i,33,-7,-2,2,4,2,6,-9,-2
COCCNC(=O)c1ccc(CS(=O)(=O)c2c(Cl)cccc2Cl)o1,i,-6,-23,-2,.,-4,0,-2,1,27
CCOC(=O)N1CCC(NC(=O)C2CCN(C(=O)N3CC(C)Oc4ccccc43)CC2)CC1 (stereo unspecified),i,2,-52,-1,-2,-1,2,3,-4,21

# Brought forward from above: 2 entries, then new ones.
SMILES,PolyA inh,aSyn 5UTR inh,KLF5 inhibitor,HSF1 inhib,GSK3A inh,IEC-6 cytotox,GSK3beta inhib,HSP90 inh,HSF-1 act,AI-2 QS modul
COCCNC(=O)c1ccc(CS(=O)(=O)c2c(Cl)cccc2Cl)o1,i,-6,-23,-2,.,-4,0,-2,1,27
CCOC(=O)N1CCC(NC(=O)C2CCN(C(=O)N3CC(C)Oc4ccccc43)CC2)CC1 (stereo unspecified),i,2,-52,-1,-2,-1,2,3,-4,21
Cc1cccc(NC(=O)CNC(=O)CNC(=O)Cc2ccccc2)c1,i,12,-18,-2,-1,-2,0,-3,3,15
COc1cccc(/C=c2/s/c(=C(\C#N)C(=O)N3CCOCC3)n(-c3ccccc3)c2=O)c1,i,1,5,2,-2,1,4,2,8,19
CC(C)CC1CC(=O)OC1(C)C(=O)CSc1nc2ccccc2s1 (stereo unspecified),i,-41,-1,-3,-5,-10,1,0,-1,14
COc1cc(-c2nc3ccccn3c2NCc2ccccc2)ccc1SC1CCCCC1,i,-1,.,7,2,.,1,.,17,19
CN(C)C(=O)c1ccc(-n2cccn2)nc1,i,-3,-4,6,-5,-2,0,0,16,28
Cc1ccc(-c2nc3ncccc3o2)cc1NC(=O)c1sc2ccccc2c1Cl,i,11,-13,3,1,-3,.,-3,-3,.
O=C(CCN1C(=O)C2C3C=CC(C3)C2C1=O)Nc1ccc2ncccc2c1 (stereo unspecified),i,2,-18,0,0,4,-3,0,3,6
CC(=O)NC(c1ccc(C(C)C)cc1)c1ccc2cccnc2c1O (stereo unspecified),i,67*,81*,-52*,-5,70*,-3,8,-54,34
COc1ccc(-c2cc(OC)c3ccccc3n2)cc1,i,-28,-10,5,2,6,2,5,15,24
CC1CCN(CCNC(=O)C2CCCN(c3ncnc4c3nc3n4CCCCC3)C2)CC1 (stereo unspecified),i,-16,-1,-3,1,2,-2,-1,11,2
Cc1ccccc1N1C(=O)CSC1=C(C#N)C#N,i,-18,-22,-2,.,-2,4,-4,0,13
O=C(Nc1ccncc1)c1ccc(Cl)c(S(=O)(=O)N2CCc3ccccc32)c1,i,-25,.,-4,-1,.,1,.,-8,17
Nc1nc(O)c(CC(=O)O)s1,i,13,-3,5,-2,-3,-1,1,35,1
Cc1[nH]c(=O)[nH]c1C(=O)CCCCC(=O)O,i,1,-18,-3,2,3,4,-4,2,22
Nc1cc(=O)[nH]c(SCC(=O)N2CCCc3ccccc32)n1,i,18,-47,-7,2,-8,2,0,5,21
CCN(CC)CCn1c(NCc2ccc(OC)cc2)nc2ccccc21,i,19,9,-2,-1,0,1,0,0,17
CN(C)/C=C1\C(=O)NN=C1c1ccccc1,i,-24,-37,14,.,-1,-5,3,22,11
COc1ccc(NC(=O)CCC(=O)Nc2ccc3nc(N4CCOCC4)cc(C)c3c2)c(OC)c1,i,-94,-43,7,1,8,-4,8,17,5
COc1ccc(NC(=O)CCN2C(=O)c3ccncc3C2=O)cc1OC,i,-8,-19,-1,-3,-5,1,-4,0,7
OC(CN=c1sc2ccccc2n1CC(O)COc1ccccc1)COc1ccccc1 (stereo unspecified),i,14,-7,-6,0,4,-3,-1,5,5
O=C(COC(=O)/C=C/c1nc2ccccc2s1)Nc1ccccc1Oc1ccccc1,i,-17,0,22,-2,6,-4,3,54*,13
CN(C)c1ccc(/C=C(/C#N)C(=O)NCc2ccccc2)o1,i,-96,-3,17,.,-6,2,-5,21,26
Cn1c(=O)oc2cc(S(=O)(=O)Nc3cccc([N+](=O)[O-])c3)ccc21,i,8,-11,2,-1,0,0,-1,-9,3
O=[N+]([O-])c1ccc(Oc2cccc3cccnc23)c(Cl)c1,i,19,3,-2,-1,13,-5,6,-10,7
NS(=O)(=O)CCCc1ccccc1,i,9,-17,-1,-3,-5,-3,-5,9,-2

# Five compounds out of the list above, ordered by the value under GSK3beta inhib, falling:
SMILES,GSK3beta inhib
COc1ccc(-c2cc(OC)c3ccccc3n2)cc1,2
CCN(CC)CCn1c(NCc2ccc(OC)cc2)nc2ccccc21,1
Cn1c(=O)oc2cc(S(=O)(=O)Nc3cccc([N+](=O)[O-])c3)ccc21,0
CC(=O)NC(c1ccc(C(C)C)cc1)c1ccc2cccnc2c1O (stereo unspecified),-3
O=[N+]([O-])c1ccc(Oc2cccc3cccnc23)c(Cl)c1,-5

# (continued)
SMILES,PolyA inh,aSyn 5UTR inh,KLF5 inhibitor,HSF1 inhib,GSK3A inh,IEC-6 cytotox,GSK3beta inhib,HSP90 inh,HSF-1 act,AI-2 QS modul
C/C(=N\NC(=O)c1nnn(-c2nonc2N)c1C)c1ccc(-c2ccccc2)cc1,i,-19,-12,-4,3,-2,1,0,-3,34
O=C1CCC/C(=N\NC(=O)c2ccc(CSc3cccc4cccnc34)cc2)C1,i,2,-23,0,-2,-1,2,1,8,41
CN(C)CCNC(=O)c1ccc2c(=O)n(Cc3ccc(Cl)cc3)c(=S)[nH]c2c1,i,-22,-27,2,-2,1,-1,0,2,23
COc1ccccc1N1CC(C(=O)Nc2nnc(SCC(=O)NCC3CCCO3)s2)CC1=O (stereo unspecified),i,-5,-20,0,0,5,-2,3,28,2
Cc1onc(-c2ccccc2)c1C(=O)N1CCCc2ccccc21,i,4,-13,0,-4,-1,3,-4,3,8
Cc1ccc(-c2nnc3n2N=C(c2ccc(Br)cc2)CS3)cc1,i,26,-39,-7,-5,-1,-3,-3,3,24
CC(C)(C)C(=O)N1CCC(O)(CS(=O)(=O)c2ccc(Cl)c(Cl)c2)CC1,i,-2,-6,3,.,-1,-2,2,11,-9
COc1ccc(C(=O)N/N=C2/SCC(=O)N2Cc2ccc3c(c2)OCO3)cc1OC,i,28,-49,7,-3,-1,-2,-1,27,2

# Entries of single compounds, quoted from the list. Order of screens: PolyA inh | aSyn 5UTR inh | KLF5 inhibitor | HSF1 inhib | GSK3A inh | IEC-6 cytotox | GSK3beta inhib | HSP90 inh | HSF-1 act | AI-2 QS modul
# COc1ccc(C(=O)N/N=C2/SCC(=O)N2Cc2ccc3c(c2)OCO3)cc1OC in the list: i | 28 | -49 | 7 | -3 | -1 | -2 | -1 | 27 | 2
# C/C(=N\NC(=O)c1nnn(-c2nonc2N)c1C)c1ccc(-c2ccccc2)cc1 in the list: i | -19 | -12 | -4 | 3 | -2 | 1 | 0 | -3 | 34
# Cc1onc(-c2ccccc2)c1C(=O)N1CCCc2ccccc21 in the list: i | 4 | -13 | 0 | -4 | -1 | 3 | -4 | 3 | 8

# 3 compounds from above, sorted by molecular weight, descending:
SMILES,PolyA inh,aSyn 5UTR inh,KLF5 inhibitor,HSF1 inhib,GSK3A inh,IEC-6 cytotox,GSK3beta inhib,HSP90 inh,HSF-1 act,AI-2 QS modul
COc1ccc(C(=O)N/N=C2/SCC(=O)N2Cc2ccc3c(c2)OCO3)cc1OC,i,28,-49,7,-3,-1,-2,-1,27,2
CC(C)(C)C(=O)N1CCC(O)(CS(=O)(=O)c2ccc(Cl)c(Cl)c2)CC1,i,-2,-6,3,.,-1,-2,2,11,-9
Cc1onc(-c2ccccc2)c1C(=O)N1CCCc2ccccc21,i,4,-13,0,-4,-1,3,-4,3,8
